AmpC no deterg = blocks E. coli AmpC beta-lactamase in detergent-free assay; AmpC nitrocefin hydrolysis, absorbance 480 nm, 0.0001% Triton; Potency, µM (doses to about 57.1 µM), inactives show top-dose activity change, negative = inhibition, hits mostly inhibitors; P00811; AID 485341; 330,000 tested, 0.52% active;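 also: potency is read from the fitted curve at half-maximal effect; plate controls were no compound for no effect and no enzyme for full effect; nearly all actives have a fitted effect of over 20% in size; some results filed as inactive show a strong effect at the top dose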
Target sequence (P00811 whole entry, looked up): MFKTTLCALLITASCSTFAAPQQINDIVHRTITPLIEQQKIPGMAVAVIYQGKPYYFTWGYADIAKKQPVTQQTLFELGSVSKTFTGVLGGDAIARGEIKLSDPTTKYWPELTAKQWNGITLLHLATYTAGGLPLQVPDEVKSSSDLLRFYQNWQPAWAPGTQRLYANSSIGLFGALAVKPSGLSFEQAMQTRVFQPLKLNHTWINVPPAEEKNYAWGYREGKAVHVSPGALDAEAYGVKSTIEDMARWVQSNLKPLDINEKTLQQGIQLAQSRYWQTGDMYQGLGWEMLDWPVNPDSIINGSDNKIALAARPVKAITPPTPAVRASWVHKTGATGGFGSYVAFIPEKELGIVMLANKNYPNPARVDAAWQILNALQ
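AmpC (5.3 nM in the dispensed reagent) in 20 mM phosphate pH 7.0 with 0.01% (detergent screen) or 0.0001% Triton X-100 was preincubated with compounds for 15 min at room temperature. Nitrocefin was then added from an 800 uM solution, and hydrolysis was followed at 480 nm.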
Tb PYK inh = blocks Trypanosoma brucei pyruvate kinase; TbPYK enzyme, Kinase-Glo Plus ATP luminescence, 45 min; 410,000 tested, 0.12% active; AID 624173; Potency, µM (highest dose often 76.8 µM), inactives show at the top dose activity, negative = inhibition, most hits filed as inhibitors; Q57TT1; also: potency is read from the fitted curve at half-maximal effect; nearly all actives have a fitted effect of over 50% in size
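Screened from lowest to highest concentration, compounds were pinned into TbPYK/substrate mixtures, and ADP (130 uM final) was added. Plates sat at room temperature for 45 min prior to Kinase-Glo Plus detection by luminescence.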
AMA1-RON2 inh = AMA1-RON2 (P. falciparum) interaction inhibition; 360,000 tested, 0.2% active; AID 720542; AlphaScreen AMA1-biotinylated RON2 peptide binding; Potency, µM (highest dose often 58.2 µM), for the others: at the highest dose activity change, negative = inhibition, hits mostly inhibitors;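 also: potency is read from the fitted curve at half-maximal effect; 0% = vehicle wells and -100% = peptide control; nearly all actives have a fitted effect of over 45% in size; some results filed as inactive show a strong effect at the top dose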
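AMA1 (3D7) with his tag at 25 nM final met compounds first, then biotinylated RON2 peptide at 25 nM; detection used donor plus acceptor beads, 10 µg/mL apiece, read by AlphaScreen after 30 min at room temperature.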
Sm TGR inh = S. mansoni TGR enzyme inhibition; Q962Y6; purified TGR, DTNB reduction, TNB absorbance 405 nm; Potency, µM (titrated, usually from 114 µM), without a hit: at the highest dose activity change, negative = inhibition, hits mostly inhibitors; 360,000 tested, 3% active; also: potency is read from the fitted curve at half-maximal effect; nearly all actives have a fitted effect of over 60% in size
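First, TGR (20 nM dispensed) and NADPH were mixed with compound. Second, a 15 min room-temperature incubation followed. Third, further NADPH and then DTNB were added to start the reaction. Finally, TNB absorbance was monitored kinetically.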
LmPK inhibitor = inhibitors of Leishmania mexicana pyruvate kinase; Potency, µM (doses to about 57.5 µM), for the others: at the top dose activity change, negative = inhibition, actives largely listed as inhibitors; 290,000 tested, 0.37% active; purified LmPK, Kinase-Glo ATP luminescence, 1 h; Q27686; also: potency is read from the fitted curve at half-maximal effect
Target sequence (Q27686 whole entry, looked up): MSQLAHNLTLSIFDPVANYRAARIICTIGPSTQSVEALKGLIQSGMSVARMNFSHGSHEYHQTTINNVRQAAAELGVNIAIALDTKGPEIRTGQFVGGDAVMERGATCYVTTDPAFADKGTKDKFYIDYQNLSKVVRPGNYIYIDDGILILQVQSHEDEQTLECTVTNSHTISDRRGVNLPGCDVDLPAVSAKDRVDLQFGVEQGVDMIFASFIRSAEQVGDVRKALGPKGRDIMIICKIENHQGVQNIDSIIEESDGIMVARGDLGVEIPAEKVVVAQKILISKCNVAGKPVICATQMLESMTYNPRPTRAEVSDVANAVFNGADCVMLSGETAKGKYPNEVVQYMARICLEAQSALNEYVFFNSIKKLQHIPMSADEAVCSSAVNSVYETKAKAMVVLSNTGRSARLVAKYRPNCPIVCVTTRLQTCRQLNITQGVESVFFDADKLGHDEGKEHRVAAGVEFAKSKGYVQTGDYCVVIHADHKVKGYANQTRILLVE
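0.1 nM LmPK, 0.5 mM PEP, 0.1 mM ADP; 50 mM imidazole pH 7.2, 7 mM MgCl2, 50 mM KCl; 1 h RT. Kinase-Glo luminescence readout, normalized to no-enzyme (full inhibition) and uninhibited wells.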
HCMV antiviral = human cytomegalovirus inhibition. HFF cells, HCMV-luciferase reporter, 72 h; active compounds read low. activity change, negative = inhibition, % at 57.5 µM. 410,000 tested, 4.5% active; in the data active = activity change below about -60%; inconclusive = no clear call, values can overlap the other calls; inactive = above about -39%
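After 16 h attachment at 37C, HFF cells received test compound and HCMV-luciferase (1 PFU/cell); reporter luminescence read 72 h later, data normalized against buffer-only and known inhibitor Salinomycin.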
AmpC detergent = AmpC beta-lactamase inhibition with detergent present. P00811. AmpC hydrolysis of nitrocefin, absorbance 480 nm, 0.01% Triton. Potency, µM (doses to about 114 µM), without a hit: at the top dose activity change, negative = inhibition, most hits filed as inhibitors. 370,000 tested, 0.041% active;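 also: potency is read from the fitted curve at half-maximal effect; 0% = no-compound wells and -100% = no-enzyme wells; nearly all actives have a fitted effect of over 25% in size; some results filed as inactive show a strong effect at the top dose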
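AmpC (5.3 nM in the dispensed reagent) in 20 mM phosphate pH 7.0 with 0.01% (detergent screen) or 0.0001% Triton X-100 was preincubated with compounds for 15 min at room temperature. Nitrocefin was then added from an 800 uM solution, and hydrolysis was followed at 480 nm.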
The depositor's hits bear a star; u = inconclusive; x = no result given; [ ] = dose if it differs, or a comment. Unless noted, calls follow the shape of the dose curve; as a rule, active = well fitted curve in the direction sought with a large enough effect; inconclusive = small, poorly fitted or top-dose-only effect, or another doubt; inactive = no such curve, though single readings can be large; an effect the other way counts as inactive or inconclusive. Unless noted, % is scaled to controls: 0 for no effect and ±100 for the full control effect.

SMILES	AmpC no deterg	Tb PYK inh	AMA1-RON2 inh	Sm TGR inh	LmPK inhibitor	HCMV antiviral	AmpC detergent
CCOC(=O)[C@@H]1[C@H]2COc3ccccc3[C@H]2N2C(=O)N(c3cccc(Cl)c3)C(=O)[C@@]12C	-2.1%	1.5%	-4.2%	9.6%	0.8%	x	-9.6%
COc1ccc(/C=C(/NC(=O)c2ccccc2)C(=O)N/N=C/c2ccc3c(c2)OCO3)cc1OC	70.5%[activator]	-5.6%	-4.8%	-21.0%	-2.9%	-4.1	u
CC1CCC(NC(=O)c2cnccn2)CC1 (stereo not given)	-6.6%	-0.5%	-4.7%	4.8%	-6.0%	30.3	1.6%
CCNC(=O)COC(=O)CCNC(=O)c1ccc(Cl)cc1	-5.3%	4.9%	-7.2%	1.1%	-3.9%	-20.5	-4.5%
O=S(=O)(NCCSCc1ccc(Cl)c(Cl)c1)c1ccc2c(c1)OCCO2	x	-10.3%	14.6%	x	x	43.2	x
O=C(NCc1ccccn1)c1ccc(Cn2c(=S)[nH]c3ccccc3c2=O)cc1	-22.8%	-11.2%	66.4%[activator]	-0.3%	2.6%[11.5 µM]	-0.2	-3.6%
C[C@]12CCC3C(CC[C@H]4[C@H](O)[C@H](O)CC[C@]34C)C1CC[C@@H]2O (stereo not given in full)	x	-2.9%	-6.0%	x	x	46.3	x
CC1CC(=O)N(CC(=O)NCc2ccc(F)cc2)c2ccccc2S1(=O)=O (stereo not given)	1.0%	1.7%	-11.5%	-2.0%	2.0%	26.1	2.5%
Cc1cnc(NC(=O)CSc2ncc(-c3ccccc3)n2Cc2ccco2)s1	-22.6%	10.4%	-0.3%	-8.1%	1.4%	-24.9	u
CCOC(=O)C1CCCN(C2CC(=O)N(c3ccc(NC(C)=O)cc3)C2=O)C1 (stereo not given)	-10.4%	-15.4%	-1.8%	44.7µM*	-1.5%[11.5 µM]	-15.3	4.7%
CC(=O)NS(=O)(=O)c1ccc(NC(=S)Nc2ccccc2)cc1	-7.3%	3.5%	0.4%	u	0.0%	-9.9	-4.8%
COc1ccccc1C(=O)N/C(=C\c1cn(S(=O)(=O)N(C)C)c2ccccc12)C(=O)N1CCN(C)CC1	x	0.4%	0.0%	x	x	-11.3	x
O=C(Cn1cc(COc2ccccc2C(F)(F)F)nn1)c1ccc(O)cc1	x	-4.8%	12.6%	x	x	15.9	x
CC(C)[C@@]1(NC(=O)[C@@H]2C=C3c4cccc5[nH]cc(c45)C[C@H]3N(C)C2)O[C@@]2(O)[C@@H]3CCCN3C(=O)[C@H](Cc3ccccc3)N2C1=O	58.1%	x	x	8.91µM*	-4.5%	x	-10.7%
CCOC(=O)C1CN(c2cc3c(cc2F)c(=O)c(C(=O)O)cn3CC)OC1C(=O)OCC (stereo not given)	-10.3%	-6.1%	-1.2%	-7.2%	0.4%	u	6.4%
COc1ccc(NS(=O)(=O)c2ccc(NC(=S)NC(=O)c3ccc(Br)cc3)cc2)nn1	-40.1%	-1.9%	29.3%	39.8µM*	2.9%	21.0	-9.5%
CCc1c(C)c2c(C)nn(-c3ccccc3)c2[nH]c1=O	-10.0%	-4.3%	-6.2%	-4.3%	-2.4%	77.6	u
COc1ccc(C)cc1NS(=O)(=O)c1ccc(NC(=O)CN(c2cc([N+](=O)[O-])ccc2C)S(C)(=O)=O)cc1	-3.0%	-11.8%	-17.0%	-8.0%	5.2%	-35.3	-9.8%
CCOC(=O)[C@H]1[C@H]2COc3ccc(Br)cc3[C@@H]2N2C(=O)c3cc(F)c(F)cc3NC(=O)[C@@]12C	-29.3%	2.7%	11.6%	5.7%	x	-14.9	0.3%
Cn1c(=O)c2sccc2n2c(CCC(=O)Nc3ccc(F)cc3)nnc12	x	1.4%	x	0.6%	x	-3.9	-0.7%
CC(C)(C)OC(=O)N1CCC(c2c(C(=O)N3CCN(C(=O)c4ccco4)CC3)cnn2-c2cccc(F)c2)CC1	x	-22.4%[15.4 µM]	x	0.7%	x	u	22.2%
Cc1cc2cc3c(cc2nc1SCC(=O)O)OCCO3	-10.5%	-12.7%	-6.6%	-3.2%	1.2%	-34.9	-12.7%
CC1=C/C(=C\C=C(C#N)C#N)N(C)c2ccccc21	-14.6%	-4.5%	-17.0%	10.2%	-4.7%	-80.7*	2.1%
CCOc1ccc(OCC)c(NC(=O)C2CCN(S(=O)(=O)c3c(C)noc3C)CC2)c1	81.4%[activator]	0.1%	-11.4%	3.6%	6.4%	-16.2	-5.4%
O=C(Nc1nc2c(F)cc(F)cc2s1)c1ccc(S(=O)(=O)N2CCc3ccccc32)cc1	x	2.7%	x	-2.0%	x	-99.0*	-2.2%

Complete entries, looked up by structure.
`C[C@]12CCC3C(CC[C@H]4[C@H](O)[C@H](O)CC[C@]34C)C1CC[C@@H]2O` (stereo not given in full) is listed with AmpC no deterg = x; Tb PYK inh = -2.9%; AMA1-RON2 inh = -6.0%; Sm TGR inh = x; LmPK inhibitor = x; HCMV antiviral = 46.3; AmpC detergent = x
`CC(=O)NS(=O)(=O)c1ccc(NC(=S)Nc2ccccc2)cc1` is listed with AmpC no deterg = -7.3%; Tb PYK inh = 3.5%; AMA1-RON2 inh = 0.4%; Sm TGR inh = u; LmPK inhibitor = 0.0%; HCMV antiviral = -9.9; AmpC detergent = -4.8%

Continuation.
SMILES	AmpC no deterg	Tb PYK inh	AMA1-RON2 inh	Sm TGR inh	LmPK inhibitor	HCMV antiviral	AmpC detergent
CC(=O)Nc1c(C)ccc(CNC(=O)COc2cc(C)ccc2C)c1C	38.7%	1.0%	5.2%	-8.9%	0.5%	u	u
Cc1ccc2onc(CC(=O)N3CCN(c4cccc(Cl)c4)CC3)c2c1	x	-3.5%	x	-26.8%	x	-24.3	-1.2%
COc1ccc(C)cc1NC(C)C(=O)NC(=O)NC1CCCCC1 (stereo not given)	22.0%	3.1%	u	0.2%	x	-8.5	17.0%
Cc1[nH]c2ccccc2c1C(=O)CN1C(=O)NC(C)(c2ccc(Cl)cc2Cl)C1=O (stereo not given)	139.2%[activator]	7.0%	-23.5%	2.4%	8.3%	-2.4	6.2%
COc1ccc(C2CC(=O)c3c([nH]c(C(=O)OCc4ccccc4)c3C)C2)cc1OC (stereo not given)	x	5.3%	x	-1.1%	x	-8.5	15.0%
COCCN(C(=O)COC(=O)/C=C/c1ccc2c(c1)OCO2)c1c(N)n(Cc2ccccc2)c(=O)[nH]c1=O	-5.7%	-7.6%	7.9%	1.7%	x	8.8	u
Cc1[nH]n(C(C)(C)C)c(=O)c1Sc1ccc(Cl)cc1	-19.0%	-4.8%	13.1%	20.2%	0.0%	5.8	5.8%
CS(=O)(=O)c1ccc(NCCc2ccccn2)c([N+](=O)[O-])c1	-1.2%	-3.0%	-6.6%	0.4%	0.3%	-8.1	-16.5%
CCN(CC)C(=O)CSc1nc2c(c(=O)n(C)c(=O)n2C)n1Cc1ccccc1	x	-1.2%	x	4.6%	x	2.1	-2.8%
CN(C(=O)Cn1cnc([N+](=O)[O-])n1)C1CCCCC1	-16.7%	-2.5%	-6.9%	-15.4%	0.5%	70.4	0.1%
Cc1ccc(Cc2c(-c3ccc(Br)cc3)nc3cc(C)ccn23)cc1	x	1.6%	-20.0%	x	x	-2.7	x
COc1ccc(NC(=S)NCCCN2CCCC2)cc1	-14.7%	-14.4%	0.0%	-0.9%	-3.3%	32.0	-0.4%
O=C(COC(=O)CCC(=O)c1ccccc1)NNC(=O)c1ccc(Cl)cc1	-34.4%	1.7%	76.6%[activator]	-2.2%	x	-36.8	-12.6%
O=C(O)CN1C(=O)/C(=C/c2ccccc2Cl)Oc2ccccc21	-13.5%	3.5%	-2.0%	-5.8%	0.4%	25.1	-12.5%
CC1CCN(c2cc3c(cc2F)c(=O)c(S(=O)(=O)c2cccc(Cl)c2)cn3Cc2ccccc2)CC1	x	-9.3%	x	-0.3%	x	51.0	-0.5%
Clc1ccc(C2Nc3ccccc3-n3cccc32)cc1 (stereo not given)	-19.0%	2.5%	47.1%[activator]	-23.2%	-2.4%	25.7	u
CCOC(=O)c1ccc(NC(=S)Nc2cc(C)cc(C)n2)cc1	-10.7%	2.1%	8.3%	-13.5%	0.9%	11.6	-7.6%
O=c1[nH]c(=O)n(CCc2ccccc2)c(O)c1C=NCCN1CCNCC1	3.9%	-14.6%	93.6%[activator]	7.0%	-6.7%	-18.0	-11.2%
Cc1ccccc1-c1nc(CN2C(=O)CN=C(c3ccccc3)c3ccccc32)c(C)o1	x	-2.3%	x	-2.5%	x	u	-9.1%
CCN1c2ccccc2-c2nc(SCC(=O)Nc3cc(OC)cc(OC)c3)ncc2S1(=O)=O	x	1.4%	x	0.5%	x	3.3	3.3%
Cc1cc(C(=O)Nc2ccc(OCc3ccccc3)cc2)c(C)o1	-47.8%	-19.8%	-8.3%	-3.0%	7.94µM*	-5.8	0.4%
CCc1ccc(NCc2cc3cc(OC)c(OC)cc3n(CC(=O)Nc3cc(C)ccc3C)c2=O)cc1	x	2.7%	x	6.3%	x	4.7	5.0%
CCOC(=O)CN1C(=O)N[C@@H](c2ccccc2)C(C(=O)OC)=C1C	-11.8%	0.6%	6.0%	-2.9%	2.5%	x	u
C=C(C)c1ccccc1NC(=O)CCN1C(=O)c2ccccc2S1(=O)=O	-2.6%	0.0%	6.9%	31.3%	-5.6%	4.1	-0.1%
COc1ccc(S(=O)(=O)Nc2cc3[nH]c(=O)oc3cc2C)cc1	-20.1%	1.2%	-2.9%	-10.7%	-9.0%	u	-11.4%
Further entries follow:
SMILES	AmpC no deterg	Tb PYK inh	AMA1-RON2 inh	Sm TGR inh	LmPK inhibitor	HCMV antiviral	AmpC detergent
COc1ccc(NC(=O)c2ccc(-c3ccccc3)cc2)cc1NS(=O)(=O)c1ccc(F)cc1	-25.6%	-3.9%	-5.9%	6.4%	-1.8%	-94.9*	0.1%
O=c1c2ccccc2ncn1-c1ccc([N+](=O)[O-])c(C(F)(F)F)c1	-25.0%	0.9%	9.7%[11.6 µM]	-0.5%	-3.9%	25.1	-11.6%
COc1ccc(OC)c(CNC(=O)c2ccccc2NC(=O)c2nsc3ccccc23)c1	x	-3.5%	x	-1.5%	x	23.5	23.9%
NC(c1csc(Nc2ccc(C(=O)NCCCO)cn2)n1)c1ccccc1Cl (stereo not given)	x	-2.1%	-38.6%	x	x	-25.1	x
Cc1ccc(CNC(=O)c2ccc(Nc3nc4ccccc4n4nnnc34)cc2)cc1	x	-0.7%	x	3.7%	x	4.3	-4.6%
CCc1nc2c(OCC(=O)N3CCOCC3)cccn2c1N(C)C(=O)COc1ccccc1	x	8.4%	7.0%	x	x	13.0	x

Bioassay records from PubChem BioAssay.
